# Compound activity as filed in PubChem.
# CRFR2-BP ag: agonists of human CRF-binding protein/CRF-R2 receptor complex | HEK293 CRF-R2/CRF-BP, calcium dye fluorescence (FLIPR); percent of saturating CRF peptide response | activation, % at 13.2 µM | 350,000 compounds, 0.46% hits;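 active = activation of at least 50%, plus an integration ratio under a set limit after plate pattern correction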;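 note: plate controls were neutral control wells without compound for no effect and CRF at EC100 for full effect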
# CHRM4 antagonist: antagonists of human muscarinic M4 receptor (CHRM4); P08173; CHO-hM4 cells, ACh EC80, Fluo-8 calcium fluorescence; inhibition, % at 3 µM; 360,000 compounds, 0.73% hits;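 active = inhibition above its plate's cutoff, the mean inhibition of sample wells plus 3 SD, cut at about 27% in these data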;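 note: 0% = acetylcholine EC80 with DMSO and 100% = DMSO without agonist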
# Target sequence (P08173 whole entry, looked up): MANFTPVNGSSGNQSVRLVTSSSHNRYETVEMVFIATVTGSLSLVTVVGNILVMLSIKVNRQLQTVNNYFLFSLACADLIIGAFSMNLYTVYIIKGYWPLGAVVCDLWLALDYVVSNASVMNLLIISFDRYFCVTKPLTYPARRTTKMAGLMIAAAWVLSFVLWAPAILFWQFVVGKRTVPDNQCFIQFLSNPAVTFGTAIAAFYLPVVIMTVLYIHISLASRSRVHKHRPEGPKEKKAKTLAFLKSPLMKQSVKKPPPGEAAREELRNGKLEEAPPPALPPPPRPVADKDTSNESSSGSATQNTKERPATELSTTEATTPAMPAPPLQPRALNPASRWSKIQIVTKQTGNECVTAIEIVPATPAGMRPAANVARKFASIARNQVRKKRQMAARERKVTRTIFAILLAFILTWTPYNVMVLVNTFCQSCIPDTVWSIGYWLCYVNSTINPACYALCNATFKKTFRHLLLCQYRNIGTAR
# CHRM5 antagonist: antagonists of human muscarinic M5 receptor (CHRM5); CHO-hM5 cells, Fluo-8 calcium fluorescence, ACh EC80; inhibition, % at 3 µM; 360,000 compounds, 0.59% hits; AID 624040;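 active = inhibition above a per-plate cutoff, the mean of that plate's test compounds plus 3 SD, cut at about 27% in these data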;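 note: 0% = acetylcholine EC80 with DMSO and 100% = DMSO without agonist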
# Target sequence (P08912 whole entry, looked up): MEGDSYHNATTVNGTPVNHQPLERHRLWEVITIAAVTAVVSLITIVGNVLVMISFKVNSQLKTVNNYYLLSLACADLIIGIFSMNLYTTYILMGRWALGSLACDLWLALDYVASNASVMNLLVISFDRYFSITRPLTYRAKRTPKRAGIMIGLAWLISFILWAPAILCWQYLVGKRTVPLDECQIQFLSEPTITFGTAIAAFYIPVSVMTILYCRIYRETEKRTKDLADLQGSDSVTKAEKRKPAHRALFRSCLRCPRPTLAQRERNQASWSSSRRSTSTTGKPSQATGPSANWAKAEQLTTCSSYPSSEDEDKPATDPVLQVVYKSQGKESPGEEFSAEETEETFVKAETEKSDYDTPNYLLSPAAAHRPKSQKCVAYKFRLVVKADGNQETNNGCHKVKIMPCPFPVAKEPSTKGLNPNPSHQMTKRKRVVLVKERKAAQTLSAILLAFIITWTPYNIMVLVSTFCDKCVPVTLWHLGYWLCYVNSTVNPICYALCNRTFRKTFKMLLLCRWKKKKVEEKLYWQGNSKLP
# M1 antag: antagonists of human M1 muscarinic receptor. P11229. CHO-K1 hM1, Fluo-8 calcium fluorescence, ACh EC80 antagonist. inhibition, % at 3 µM. 360,000 compounds, 1.3% hits;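 active = percent inhibition above its own plate's cutoff, namely the mean of that plate's compound wells plus 3 SD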;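 note: peak over basal fluorescence ratio during 140 s after agonist addition; 0% = ACh EC80 plus DMSO and 100% = DMSO alone without agonist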
# M5 PAM: potentiates acetylcholine response at human M5 receptor. P08912. 360,000 compounds, 0.3% hits. activation, % at 3 µM. CHO-K1 hM5, Fluo-8 calcium, ACh EC20 PAM; 0% = ACh EC20, 100% = ACh EC100;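 active = activation above the run cutoff, the mean activation of all test compounds plus 3 SD, cut at about 18% in these data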
#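 Measured by: Fluo-8 calcium fluorescence; material: human M5 receptor in CHO-K1 cells; schedule: Post-acetylcholine fluorescence recording 140 s; benchmarks: low control EC20 acetylcholine (0%), high control EC100 acetylcholine (100%); read-out: Max/basal fluorescence ratio as % of EC20–EC100 ACh window; compound: single dose, 3 µM nominal final test concentration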
# CHRM4 agonist: agonists of human muscarinic M4 receptor (CHRM4); CHO-K1 hM4/Gqi5, Fluo-8 calcium fluorescence; vehicle 0%, full acetylcholine response 100%; activation, % at 3 µM; 360,000 compounds, 0.14% hits;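 active = activation above the run mean over all test wells plus 3 SD, cut at about 32% in these data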;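 note: peak over basal fluorescence ratio per well then scaled between controls; 0% = DMSO wells and 100% = acetylcholine at EC100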
# M5 ag: CHRM5 agonism in calcium assay; P08912; CHO-K1 hM5 cells, Fluo-8 calcium fluorescence; 0% DMSO wells, 100% maximal acetylcholine response; activation, % at 3 µM; 360,000 compounds, 0.19% hits; AID 624037;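 active = activation above the run's mean over test compounds plus 3 SD, cut at about 23% in these data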;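 note: signal is peak over basal fluorescence ratio across the kinetic read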
# CHRM1 PAM: positive allosteric modulators of human M1 muscarinic receptor. activation, % at 3 µM. AID 588819. P11229. CHO-K1 hM1, Fluo-8 calcium fluorescence, ACh EC20; 0% = ACh EC20, 100% = maximal ACh. 360,000 compounds, 0.088% hits; in the data active = activation above about 19%, passing the limit was not always enough
# CHRM4 PAM: positive allosteric modulators of human muscarinic M4 receptor; P08173; activation, % at 3 µM; 360,000 compounds, 0.4% hits; CHO-K1 hM4/Gqi5, Fluo-8 calcium fluorescence, ACh EC20; 0% = ACh EC20, 100% = maximal ACh;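 active = activation above its plate's cutoff, the mean activation of sample wells plus 3 SD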; note: some results filed as inactive read as strong as hits
# Active calls of the source: *; / = not tested or not shown.
(1) C#CCOC(=O)Nc1cc(C)n(-c2ccccc2)n1
(2) CCOC(=O)N1CCN(CC(O)c2ccc3cc[nH]c3c2)CC1 (stereo not given)
(3) Cc1cc2oc(=O)cc(CN3CCN(S(=O)(=O)c4cccs4)CC3)c2cc1C
(4) CCc1nc2n[nH]c(N)c2c2c1CCCC2
(5) CC(C)C(C(=O)NCC1CCCO1)N(C(=O)CNS(=O)(=O)c1ccccc1)c1ccc(F)cc1 (stereo not given)
(6) CCNC(=S)Nc1cccc(NC(=O)c2ccccc2O)c1
(7) CCN1CCN(Cc2ccc(OCc3ccccc3)cc2)CC1
(8) CCc1cccc2c(C=C(C#N)C#N)cn(CC(=O)N3CCCCC3)c12
(9) Cc1ccc(NC(=O)C(CC(C)C)NC(N)=O)cc1Cl (stereo not given)
(10) CC1=C/C(=C(/c2cc(C)c(O)c(Br)c2)c2ccccc2S(=O)(=O)O)C=C(Br)C1=O

assay / compound	1	2	3	4	5	6	7	8	9	10
CRFR2-BP ag	0.0	58*	6.3	-0.5	-0.4	0.1	-0.8	-0.3	-8.8	0.7
CHRM4 antagonist	2	-15	6	-4	2	8	10	-4	0	4
CHRM5 antagonist	3	-4	5	-2	4	2	5	11	5	0
M1 antag	-19	-9	-5	-29	-3	-1	7	-7	-5	-23
M5 PAM	8	3	-1	1	3	-7	2	-6	1	1
CHRM4 agonist	0	1	1	1	0	3	5	2	1	2
M5 ag	2	-1	-2	0	-4	4	-5	2	-1	1
CHRM1 PAM	18	3	7	10	7	7	-11	7	11	19
CHRM4 PAM	-4	3	2	15	-3	-1	-10	9	-3	0

(11) COc1cccc(-c2noc(-c3cccnc3)n2)c1
(12) CCSc1nnc(N2C(=O)C(O)=C(C(=O)c3ccco3)C2c2cccc(OC)c2)s1 (stereo not given)
(13) Cc1cc(=O)[nH]c(SCC(=O)NCC2CCCCC2)c1C#N
(14) Cc1cc(C)n(C(N)=NC(=O)c2ccccc2)n1
(15) O=C(c1ccccc1O)N1N=C(c2ccccc2)CC1(O)C(F)(F)F (stereo not given)
(16) O=C(c1cc2ncc(Br)cn2n1)N1CCCCC1
(17) CCN(CCNC(=O)C1CCCN(S(=O)(=O)CC)C1)c1ccccc1 (stereo not given)
(18) Cc1ccc(NC(=O)C2CCN(S(=O)(=O)c3c(C)nn(C)c3C)CC2)c(Cl)c1
(19) CCc1nc2ccc(C(=O)NCCCN(C)C)cn2c1N(CC)CCOC
(20) CC(C)=C(NC(=O)c1ccccc1)C(N)=O

assay / compound	11	12	13	14	15	16	17	18	19	20
CRFR2-BP ag	-2.1	3.4	0.2	-0.1	-0.2	1.4	1.2	-1.6	/	-0.9
CHRM4 antagonist	-2	0	2	-5	0	-6	-8	-5	-12	1
CHRM5 antagonist	-1	9	-3	-1	15	4	-1	-6	-1	12
M1 antag	8	-7	-10	-12	-12	0	-3	-9	15	-8
M5 PAM	7	-2	3	-4	-7	-6	-2	2	-2	-7
CHRM4 agonist	1	2	3	0	2	1	1	2	0	2
M5 ag	-5	6	-1	-1	-4	-3	-1	-6	0	-3
CHRM1 PAM	-2	0	7	3	9	6	1	6	-10	9
CHRM4 PAM	2	6	8	-1	4	10	4	1	-3	11

(21) CCOc1ccc(C2CC(c3ccc(F)cc3)n3ncnc3N2)cc1 (stereo not given)
(22) CC(C)(C)C(=O)NC(=S)N1CCc2ccccc21
(23) COc1ccc(CC(N)c2csc(NC(=O)NCc3ccccc3)n2)cc1 (stereo not given)
(24) CCCCCCn1c(SCCCC)nc2c1c(=O)[nH]c(=O)n2C
(25) COc1cccc2sc3cc(NCc4ccc5c(c4)OCO5)ccc3c(=O)c12
(26) CC(C)(C)NC(=O)CSc1nc2ccccc2n1-c1ccccc1
(27) COc1ccc2[nH]c3c(c2c1)CCN1C(=O)N([C@@H](C)C(=O)NCc2ccc(C)cc2)C(=O)[C@]31C
(28) Cc1cccc(C)c1NC(=O)/C(=C/c1ccco1)c1ccccc1
(29) O=C1SCCC1NC(=O)C(c1ccccc1)c1ccccc1 (stereo not given)
(30) O=C(NC(=S)NCCO)c1cn(-c2ccccc2)nc1-c1ccccc1

assay / compound	21	22	23	24	25	26	27	28	29	30
CRFR2-BP ag	8.4	1.7	/	0.5	-2.0	1.7	-1.6	0.4	-0.8	2.3
CHRM4 antagonist	1	5	4	-8	1	3	1	2	-2	1
CHRM5 antagonist	0	-5	3	-14	14	0	5	16	-2	2
M1 antag	-17	-7	-4	-31	5	-11	-15	-30	8	2
M5 PAM	2	2	4	3	-2	-4	-2	-10	-1	-2
CHRM4 agonist	1	1	16	0	3	-1	4	5	0	3
M5 ag	3	-1	3	-3	4	-4	4	12	-4	3
CHRM1 PAM	12	4	5	2	11	-1	9	16	0	2
CHRM4 PAM	4	-5	-4	10	-3	-4	-6	7	-4	1

# Screen by screen, quoted from above.
# Nos. 21 to 30 in CRFR2-BP ag read 8.4, 1.7, /, 0.5, -2.0, 1.7, -1.6, 0.4, -0.8, 2.3
# Nos. 21 to 30 in CHRM4 agonist read 1, 1, 16, 0, 3, -1, 4, 5, 0, 3

# New compounds follow
(31) CCn1c2ccccc2c2cc(NC(=O)CC(C)=O)ccc21
(32) N#CC(C#N)=Cc1c(N2CCN(c3ccccc3)CC2)nc2ccccn2c1=O
(33) O=C(Nc1cccc(Cl)c1)OCc1cncs1
(34) Cc1ccc(C(=O)N/N=c2\sc3ccccc3n2C)cc1
(35) Cc1cc(C)c(NC(=O)NC(=O)c2cccc(F)c2)c(C)n1
(36) CCOC(=O)N1CCN(c2nc(-c3cccs3)cc(C(F)(F)F)n2)CC1
(37) CC(C)CCN1CCN=C1N(C)C
(38) CC(CC(=O)Nc1ccc2c(c1)c(=O)n(C)n2-c1ccccc1F)c1ccccc1 (stereo not given)
(39) CCCC1(C(=O)OC)NC(c2ccc(OC)cc2OC)C2C(=O)N(c3cccc(C(C)=O)c3)C(=O)C21 (stereo not given)
(40) CCOc1ncccc1C(=O)OCC(=O)Nc1cc(S(=O)(=O)N2CCCCC2)ccc1Cl

assay / compound	31	32	33	34	35	36	37	38	39	40
CRFR2-BP ag	0.4	-0.3	-1.2	1.5	0.4	6.4	-0.7	/	-1.6	1.3
CHRM4 antagonist	9	12	-9	-6	11	5	6	-10	-13	0
CHRM5 antagonist	-4	7	3	-1	3	8	-3	-6	3	10
M1 antag	-4	9	-2	-6	4	-12	-11	-16	-14	3
M5 PAM	4	-3	-10	4	-4	-2	1	-2	-1	-20
CHRM4 agonist	0	1	11	0	2	0	1	5	4	12
M5 ag	-3	-5	-1	9	1	-5	-12	2	5	2
CHRM1 PAM	8	-3	4	3	2	8	5	5	8	-12
CHRM4 PAM	2	-6	-7	-1	-1	0	15	2	-4	-6

# Profiles, quoted from the list.
# Cc1cc(C)c(NC(=O)NC(=O)c2cccc(F)c2)c(C)n1 as listed: CRFR2-BP ag = 0.4; CHRM4 antagonist = 11; CHRM5 antagonist = 3; M1 antag = 4; M5 PAM = -4; CHRM4 agonist = 2; M5 ag = 1; CHRM1 PAM = 2; CHRM4 PAM = -1
# CCOC(=O)N1CCN(c2nc(-c3cccs3)cc(C(F)(F)F)n2)CC1 as listed: CRFR2-BP ag = 6.4; CHRM4 antagonist = 5; CHRM5 antagonist = 8; M1 antag = -12; M5 PAM = -2; CHRM4 agonist = 0; M5 ag = -5; CHRM1 PAM = 8; CHRM4 PAM = 0

# The list goes on.
(41) COc1ccc(CCNC(=O)COC(=O)c2ncc(Cl)c(Cl)c2Cl)cc1OC
(42) CCN1C(=O)[C@@H]2[C@@H](c3ccc(-c4ccccc4)cc3)N3CCC[C@@]3(C(=O)OC)[C@@H]2C1=O
(43) COc1ccccc1N1CCN(C2CCCN(C(=O)CCC(C)=O)C2)CC1 (stereo not given)
(44) CCOc1ccc(C(=O)OCC(=O)N2CCOCC2)cc1OCC
(45) Cc1cc(NS(=O)(=O)c2ccc(NC(=O)CCCOc3cccc(C)c3C)cc2)no1
(46) Cc1cc(C)c(S(=O)(=O)Nc2ccnc(-c3cccnc3)n2)c(C)c1
(47) O=C(COC(=O)c1ccccc1-c1ccccc1[N+](=O)[O-])c1ccccc1
(48) Cc1ccc(NC(=O)CN2C(=O)c3ccccc3C2=O)cc1
(49) Cc1ccc(-c2cn3c(=S)[nH]nc3s2)cc1
(50) COCCn1c(=O)[nH]c2cc(C(=O)N3CCN(c4ccc(Cl)cc4)CC3)ccc2c1=O

assay / compound	41	42	43	44	45	46	47	48	49	50
CRFR2-BP ag	-3.0	-1.6	0.8	0.3	0.5	0.9	5.2	0.5	0.2	0.3
CHRM4 antagonist	5	-9	3	-1	2	-4	4	3	-12	1
CHRM5 antagonist	12	2	-10	7	12	-17	22	14	3	13
M1 antag	-18	-11	-16	6	-22	-4	16	12	14	-16
M5 PAM	2	3	1	-2	-2	8	-21	-3	-5	7
CHRM4 agonist	3	4	0	2	0	0	7	1	8	1
M5 ag	-2	-3	4	2	-7	-4	-2	-4	0	-2
CHRM1 PAM	6	8	7	-1	17	10	-7	2	-9	18
CHRM4 PAM	0	7	-5	-4	12	0	-10	-1	-7	-3

# Reprinted at random: 2 compounds from above.
(50) COCCn1c(=O)[nH]c2cc(C(=O)N3CCN(c4ccc(Cl)cc4)CC3)ccc2c1=O
(42) CCN1C(=O)[C@@H]2[C@@H](c3ccc(-c4ccccc4)cc3)N3CCC[C@@]3(C(=O)OC)[C@@H]2C1=O

assay / compound	50	42
CRFR2-BP ag	0.3	-1.6
CHRM4 antagonist	1	-9
CHRM5 antagonist	13	2
M1 antag	-16	-11
M5 PAM	7	3
CHRM4 agonist	1	4
M5 ag	-2	-3
CHRM1 PAM	18	8
CHRM4 PAM	-3	7

# The list continues:
(51) Cc1ccccc1NC(=S)NCc1ccc2[nH]c3c(c2c1)CCCC3
(52) O=C(COC(=O)c1ccc(Cl)nc1)NC(=O)c1ccc(OC(F)F)cc1
(53) Nc1ccc2ccccc2c1C(=O)c1ccccc1
(54) Cc1ccc2[nH]c(CNC(=O)c3ccccc3F)cc2c1
(55) Cc1ccc(-c2cc(C(=O)N3CCN(C(=O)c4ccco4)CC3)no2)cc1
(56) Cc1ccc(S(=O)(=O)N2C[C@H]3[C@H]4C(=O)N(c5ccccc5)C(=O)[C@H]4CC(=O)[C@H]3[C@@H]2c2ccccc2)cc1
(57) NC(=O)c1ccc(NS(=O)(=O)c2ccc3ccccc3c2)cc1
(58) COc1cccc(C(C(=O)NCC2CCCO2)N(C(=O)Cn2nnc3ccccc32)c2ccccc2C(C)=O)c1OC (stereo not given)
(59) COC(=O)C1CCN(C(=O)CCC2CCCCC2)CC1
(60) COc1ccc2[nH]c3ccccc3c2c1

assay / compound	51	52	53	54	55	56	57	58	59	60
CRFR2-BP ag	-2.3	0.7	-4.9	6.7	0.3	/	-0.9	0.1	-1.7	-1.0
CHRM4 antagonist	5	-3	-3	12	5	-5	-4	-7	0	-1
CHRM5 antagonist	1	8	-2	18	-1	7	10	5	-3	-1
M1 antag	-3	-1	-14	-5	-6	-1	-9	-3	-2	8
M5 PAM	-5	-5	16	-3	2	-10	0	0	2	2
CHRM4 agonist	2	3	0	1	0	2	5	0	1	-2
M5 ag	0	4	-6	3	-1	4	0	-3	-6	-2
CHRM1 PAM	3	-1	9	4	3	0	4	6	4	4
CHRM4 PAM	2	6	10	-6	0	-6	0	3	1	-6

# Random draw from the library; 2.8% or so of the library scored in one or more.
